Screens as filed in PubChem.
G9a block – blocks human histone lysine methyltransferase G9a | Q96KQ7 | G9a H3K9 monomethylation, AlphaScreen, 2 h | Potency, µM (series often up to 102 µM), for the others: top-dose activity, negative = inhibition, most hits filed as inhibitors | actives 8.8% (n = 350,000); further: potency means the concentration at half of the fitted maximal effect; on the % scale 0 is the no-effect control and ±100 the full control effect; nearly all actives have a fitted effect of over 75% in size
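AlphaScreen detection with an anti-monomethyl H3K9 antibody quantified product after a 2 h room-temperature reaction containing 500 nM biotinylated H3K9 peptide, 20 µM SAM and 20 nM enzyme, which had been preincubated 15 min with compound.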
JMJD2A Tudor – JMJD2A Tudor domain (human) inhibition; O75164; actives 4.4% (n = 390,000); Potency, µM (highest dose often 114 µM), without a hit: at the highest dose activity change, negative = inhibition, hits mostly inhibitors; AlphaScreen JMJD2A-Tudor / H3K4me3 peptide binding; further: potency means the concentration at half of the fitted maximal effect; on the % scale 0 is the no-effect control and ±100 the full control effect; nearly all actives have a fitted effect of over 50% in size
GLS inh – inhibitors of human glutaminase (GLS); O94925; GLS enzymatic activity, qHTS titration; Potency, µM (highest dose often 45.5 µM), without a hit: at the highest dose activity change, negative = inhibition, most hits filed as inhibitors; actives 0.21% (n = 410,000); AID 624170; further: potency means the concentration at half of the fitted maximal effect; on the % scale 0 is the no-effect control and ±100 the full control effect
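Compounds were pin-transferred onto hKGA, after which L-glutamine (1 mM solution) and a detection mix of glutamate oxidase, HRP and Amplex Red were added. Initial and 30 min RT fluorescence reads were collected.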
ERG Ets-DNA blk – inhibitors of human ERG Ets domain-DNA interaction | fluorescence polarization, His-ERG Ets domain / labelled DNA | Potency, µM (top dose mostly 76.9 µM), for the others: at the highest dose FP activity, negative = inhibition, hits mostly inhibitors | actives 0.028% (n = 370,000); active means well fitted inhibition curve with a large enough effect in the polarisation, with a control signal flat; inconclusive means small, poorly fitted or top-dose-only effect, or effect the other way, or a change in a side signal; inactive means no such curve, though single readings can be large or run the other way; the % refers to the polarisation;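 further: polarization taken with two DNA probes labelled with fluorescein and Texas red; potency means the concentration at half of the fitted maximal effect; % of control where 0% means no effect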
Target sequence (P11308 whole entry, looked up, the tested form may be a part): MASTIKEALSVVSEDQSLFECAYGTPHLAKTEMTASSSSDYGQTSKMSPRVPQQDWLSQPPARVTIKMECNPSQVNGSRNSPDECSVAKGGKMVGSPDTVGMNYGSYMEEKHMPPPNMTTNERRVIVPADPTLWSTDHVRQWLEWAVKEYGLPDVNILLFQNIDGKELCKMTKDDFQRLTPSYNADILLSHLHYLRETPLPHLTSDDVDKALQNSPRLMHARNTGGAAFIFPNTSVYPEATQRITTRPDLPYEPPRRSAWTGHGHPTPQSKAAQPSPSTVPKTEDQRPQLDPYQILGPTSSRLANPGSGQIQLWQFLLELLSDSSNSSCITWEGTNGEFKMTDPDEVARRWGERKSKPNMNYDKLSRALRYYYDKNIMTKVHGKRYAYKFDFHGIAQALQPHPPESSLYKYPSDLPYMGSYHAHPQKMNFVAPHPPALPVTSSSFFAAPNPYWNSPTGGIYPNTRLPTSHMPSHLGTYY
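His-tagged ERG Ets domain (1 uM in the protein solution; 300mM KCl, 50mM Tris-HCl, 1mM EDTA, 1mM DTT, pH 7.5) received compound, then a probe mix of 5 nM fluorescein-DNA and 100nM Texas-615-DNA. Fluorescence polarization was read for both dyes.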
HP1b chromo inh – blocks HP1-beta chromodomain binding to methylated histone tails | P83916 | actives 0.56% (n = 390,000) | AID 540317 | Potency, µM (series often up to 114 µM), inactives show at the highest dose activity change, negative = inhibition, most hits filed as inhibitors | AlphaScreen HP1-beta / biotin-H3K9me3 peptide binding; further: potency means the concentration at half of the fitted maximal effect; nearly all actives have a fitted effect of over 70% in size; inactives centre near 23
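HP1-beta protein (50 nM final) preincubated 30 min at room temperature with biotinylated H3(1-18)K9me3 peptide (50 nM) in PBS pH 7.4, 0.01% Tween-20, then compound added for 30 min. AlphaScreen streptavidin donor/nickel chelate acceptor beads (10 ug/mL final), 30 min dark, luminescence read.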
PGK inhibitor – blocks T. brucei phosphoglycerate kinase. P07378. PGK/GAPDH coupled, Kinase-Glo luminescence, 60 min. Potency, µM (top dose mostly 57.5 µM), for inactives: top-dose activity change, negative = inhibition, hits mostly inhibitors. actives 0.043% (n = 380,000); further: potency means the concentration at half of the fitted maximal effect; on the % scale 0 is the no-effect control and ±100 the full control effect; nearly all actives have a fitted effect of over 60% in size
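Recombinant glycosomal PGK reaction used 1,3-bisphosphoglycerate generated in-well by GAPDH (100nM final) in 100mM TEA pH 7.6, 5mM MgCl2, 0.01% Tween-20. After 60 minutes at room temperature, ATP was read by Kinase-Glo Plus luminescence end-point.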
PI4K2A block – blocks human PI4K2A kinase activity; purified PI4K2A, ADP-Glo luminescence, 1 h; hits give low values; activity change, negative = inhibition, % at 76.9 µM; AID 1346378; actives 0.13% (n = 420,000); Q9BTU6; in the data active means activity change below about -50%; inconclusive means mostly about -30% to -49%;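 further: -100% = wells without enzyme as full effect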
Target sequence (Q9BTU6 whole entry, looked up): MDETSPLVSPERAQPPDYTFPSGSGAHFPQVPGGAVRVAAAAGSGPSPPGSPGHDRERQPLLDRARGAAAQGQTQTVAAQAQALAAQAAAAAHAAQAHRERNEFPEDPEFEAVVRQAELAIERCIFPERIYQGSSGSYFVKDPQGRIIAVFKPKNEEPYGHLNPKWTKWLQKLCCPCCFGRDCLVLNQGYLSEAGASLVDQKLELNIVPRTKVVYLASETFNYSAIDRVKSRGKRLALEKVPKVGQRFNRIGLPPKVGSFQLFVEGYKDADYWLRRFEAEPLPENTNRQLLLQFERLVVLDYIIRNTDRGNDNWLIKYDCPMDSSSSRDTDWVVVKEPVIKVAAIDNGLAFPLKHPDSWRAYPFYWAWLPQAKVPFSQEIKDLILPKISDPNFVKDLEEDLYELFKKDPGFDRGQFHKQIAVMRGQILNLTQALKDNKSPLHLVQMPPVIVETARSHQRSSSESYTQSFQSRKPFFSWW
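Compounds are screened against recombinant PI4K2A using PI as substrate and ATP, the latter dispensed at 300 microM. Reactions run one hour at ambient temperature before ADP-Glo detection; full inhibition defined by wells lacking enzyme.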
Pin1 inhibitor – human Pin1 inhibition | Potency, µM (titrated, usually from 115 µM), for inactives: top-dose activity, negative = inhibition, most hits filed as inhibitors | actives 0.009% (n = 390,000) | Q13526 | Pin1 FP peptide displacement, HiFluor488, 10 min; active means well fitted inhibition curve with a large enough effect in the polarisation, with a control signal flat, not every such curve was filed as active; inconclusive means small, poorly fitted or top-dose-only effect, or effect the other way, or a change in a side signal; inactive means no such curve, though single readings can be large or run the other way; the % refers to the polarisation; further: potency means the concentration at half of the fitted maximal effect; on the % scale 0 is the no-effect control and ±100 the full control effect
BAZ2B block – blocks human BAZ2B; Q9UIF8; Potency, µM (top dose mostly 114 µM), for inactives: at the top dose activity change, negative = inhibition, most hits filed as inhibitors; AID 504333; AlphaScreen BAZ2B-H3K14Ac peptide displacement; actives 4.4% (n = 360,000); further: potency means the concentration at half of the fitted maximal effect; on the % scale 0 is the no-effect control and ±100 the full control effect; nearly all actives have a fitted effect of over 60% in size
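AlphaScreen displacement of biotin-H3(5-23)K14Ac peptide (50 nM final) from BAZ2B (50 nM final) in PBS pH 7.4, 0.01% Tween-20; complex preformed 30 min RT, then compounds (top 110 uM) 30 min RT, beads 20 min dark.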
Active calls of the source: *; i = inactive; ? = inconclusive; . = not tested or not shown; [ ] = remark or other dose. Unless noted, the call rests on the fitted dose curve; in most records, active means well fitted curve in the direction sought with a large enough effect; inconclusive means small, poorly fitted or top-dose-only effect, or another doubt; inactive means no such curve, though single readings can be large; an effect the other way counts as inactive or inconclusive.

SMILES | G9a block | JMJD2A Tudor | GLS inh | ERG Ets-DNA blk | HP1b chromo inh | PGK inhibitor | PI4K2A block | Pin1 inhibitor | BAZ2B block
CC(=O)C1=C(C)NC(C)=C(C(C)=O)C1c1ccccc1 | 17% | 5% | 3% | 11% | 30% | -3% | -1 | -3% | -21%
Cc1ccnc(SCC(=O)N2CCC(C(N)=O)CC2)n1 | ? | 0% | 3% | 11% | 43%[activator] | 7% | -3 | 4% | 8%
Cc1cc(Cl)ccc1OCc1cn2cccnc2n1 | 4% | -2% | 4% | -1% | 25% | -2% | -2 | 0% | -1%
CC(C)N(Cc1nc(-c2ccccc2)no1)C(=O)CN(C)S(=O)(=O)c1ccccc1 | -6%[12.7 µM] | -18% | 3% | -2% | 8% | 0% | -6 | 5% | -2%
CC(C)CN(CC(C)C)S(=O)(=O)N1CCC(C(=O)N2CCc3ccccc3C2)CC1 | 15% | -18% | 3% | -6% | 10% | -11% | -4 | 0% | 3%
Cc1ccc(N2CCN(C(=O)c3ccccc3NC(=O)C3CC=CCC3C(=O)O)CC2)cc1 (stereo unspecified) | -13% | -20% | 25% | -11% | 24% | -3% | -10 | -1% | 2%
CC(C)C[C@H](NC(=O)C1(c2ccccc2)CCN(C(=O)[C@H]2CSCN2C(=O)OC(C)(C)C)CC1)C(=O)O | 16% | -4% | 7% | -2% | 18% | -11% | 4 | -1% | -6%
CC1Cn2c(C(=O)NCCc3ccc(Cl)cc3)cc3cccc(c32)S1 (stereo unspecified) | 33%[59 µM] | 46%[activator] | -6% | -2% | 89%[activator] | -9% | 1 | -3% | 1%
COc1ccc([C@@H]2CC=C(C(=O)O)[C@H](c3ccc(C)cc3)N2S(=O)(=O)c2ccc(C)cc2)cc1OC | . | -28% | 16% | -2% | 25% | -9% | -3 | -1% | .
CCC(c1nnnn1Cc1ccc(OC)cc1)N1CCN(c2ccc(OC)cc2)CC1 (stereo unspecified) | . | ? | ? | 1% | ? | 9% | 2 | 4% | 35µM*
O=C(O)CCSc1nc2ccccc2c(=O)[nH]1 | 9%[59 µM] | 7% | 4% | -7% | 57%[activator] | 0% | 2 | 1% | 3%
CC1Cc2cc(S(=O)(=O)NCc3ccccc3)ccc2N1C(=O)C1CC1 (stereo unspecified) | 12%[59 µM] | -5% | 0% | 2% | 28% | -4% | 0 | 0% | 0%
CCSc1oc(-c2ccco2)nc1S(=O)(=O)c1ccccc1 | ? | -15% | -2% | . | 42%[activator] | . | 1 | 2% | 13%
CCCc1cc(=O)[nH]c(SCC(=O)N(CCC#N)c2ccc3c(c2)OCCO3)n1 | -7% | -6% | 15% | -1% | 41%[activator] | 7% | 2 | -1% | 6%
COCC(C)n1c(C)cc(C(=O)CN2C(=O)NC(Cc3c[nH]c4ccccc34)C2=O)c1C (stereo unspecified) | 21%[12.7 µM] | -33% | 1% | 10% | 7% | 1% | -20 | ? | -37%
CS(=O)(=O)n1nc(OC(=O)c2cccs2)cc1N | 10%[59 µM] | ? | 15% | -1% | 7% | 7% | 20 | -7% | -4%
Cc1ccc(C)c(NC(=O)Nc2cccc(-c3cn4cccnc4n3)c2)c1 | -2%[59 µM] | -13% | -10% | -2% | 6% | -10% | 4 | -3% | -14%
O=C(CCCOc1ccccc1)N1CCN(c2ccc(F)cc2)CC1 | -8%[12.7 µM] | -5% | 21% | -10% | 22% | -1% | 2 | 4% | -5%
CCSc1ncc(Cl)c(C(=O)Nc2ccc(S(=O)(=O)Nc3nccc(C)n3)cc2)n1 | ? | -21% | 4% | -3% | 13% | -6% | -6 | -5% | -14%
Cc1onc(-c2ccccc2)c1C(=O)N/N=C/C(Br)=C/c1ccccc1 | ? | -25% | -3% | . | 0% | -12% | 1 | 4% | -28%
Cc1ccccc1CSc1[nH]c(=O)ncc1C | -3%[59 µM] | 0% | -2% | 1% | 44% | i | 0 | -7% | -10%
COc1ccccc1N1CCN(C(=O)CCc2c[nH]c3ccccc23)CC1 | -18% | -26% | 9% | 6% | 15% | i | 5 | -3% | -27%
COc1nc(N)nc2nc[nH]c12 | 0%[12.7 µM] | -1% | -9% | -13% | 52%[activator] | -1% | -2 | -4% | 3%
O=C(NCc1ccco1)/C(=C/c1cccnc1)NC(=O)c1ccco1 | 5% | -3% | 0% | 6% | 14% | -2% | 6 | -2% | 2%
Cc1cccc(-n2ccnc2SCC(=O)N2CCCc3ccccc32)c1C | ? | ? | 7% | -4% | -27% | 1% | -1 | 0% | 50µM*
CCCN(CCC)CC(O)CN1C(=O)N(CN2C(=O)N(CC(O)CN(CCC)CCC)C(=O)C2(C)C)C(C)(C)C1=O (stereo unspecified) | 2%[59 µM] | -19% | -2% | 0% | 21% | -5% | -3 | 5% | 4%
Cc1sc2nc(CN3CCOCC3)[nH]c(=S)c2c1C | 40µM* | -27% | -30% | 33%[activator] | 8% | -1% | 0 | -1% | -34%
COc1ccc(CCCc2nnc(SCC(=O)N/N=C\c3ccc(O)c(OC)c3)o2)cc1C | 37% | -26% | 23% | -1% | 27% | 0% | 0 | 6% | -8%[57.1 µM]
CCn1c(SCC(=O)Nc2ccc(OC)cc2OC)nc2nc3c(cc2c1=O)COC(C)(C)C3 | -4% | -14% | -1% | 1% | 21% | -11% | -7 | -3% | -16%
CC(C)(C)C1CCC(OCC(O)CN2CCN(c3ccccc3)CC2)CC1 (stereo unspecified) | -28% | -11%[57.1 µM] | 6% | -12% | 50%[activator] | i | -4 | 4% | -36%
Cc1nc2scc(-c3ccc(Cl)cc3)c2c(=O)n1N | 9% | 1% | 11% | 0% | 32% | i | 3 | 1% | -10%
COc1ccc(-c2nc3ccccc3o2)cc1NC(=O)c1cccnc1 | 1%[59 µM] | -12% | -6% | -8% | 23% | -10% | -8 | -2% | ?
COc1ccc(CNC(=O)c2nc(Cn3nc(C)c(Br)c3C)no2)cc1OC | 3%[59 µM] | -6% | -2% | -5% | 30% | 6% | 0 | 4% | -15%
COC(=O)c1sccc1NC(=O)Nc1cccc(C(C)=O)c1 | 5% | -9% | 1% | -1% | 30% | -16% | -3 | ? | -13%
Cc1ccc(C2=C/C(=C/c3cccnc3)C(=O)O2)c(C)c1 | ? | 3% | 4% | -6% | 76%[activator] | -5% | 0 | 12% | 14%
O=C(NCc1csc2ccc(Cl)cc12)Nc1cccc2ccccc12 | 5% | -18% | -4% | -1% | 60%[activator] | -5% | 2 | -1% | 0%
Cc1cccc(C(=O)NCC(=O)N2CCN(c3ccccn3)CC2)c1 | . | -10% | 8% | 8%[15.4 µM] | 14% | 1% | 0 | 2% | .
CC(=O)N1c2c(cc(Br)cc2S(=O)(=O)N2CCN(c3cccc(Cl)c3)CC2)CC1C (stereo unspecified) | -29%[59 µM] | -26% | -1% | -9% | 13% | -6% | 0 | 23% | -11%
Cn1c(CNC(=O)OC(C)(C)C)nnc1SCc1c(Cl)cccc1Cl | -50% | ? | 4% | 8% | -13% | i | -2 | 1% | -5%
CC(C)Cn1cnc2c1c(=O)n(CC(=O)NN)c(=O)n2Cc1ccccc1 | 13% | -7% | 12% | -8% | 1% | 3% | -2 | 5% | -1%
CCC(=O)N1CCc2cc(S(=O)(=O)CCC(=O)Nc3ccc(CC)cc3)ccc21 | ? | -2% | 4% | -6% | 18% | -7% | -2 | 3% | 6%
Cc1cc(C)cc(NC(=O)c2cc(CN3CCCC3)on2)c1 | -6%[59 µM] | -33% | 4% | 4% | -17% | -7% | 0 | 1% | -22%
Cc1coc2c(C)c3oc(=O)c(CCC(=O)NCCc4ccccc4F)c(C)c3cc12 | 11%[59 µM] | -14% | 1% | -1% | 31% | 3% | -2 | -1% | -3%
O=C1CCCc2cc(S(=O)(=O)N3CCC(C(=O)NCc4ccccc4)CC3)ccc2N1 | . | -12% | -4% | -4% | 15% | 0% | 7 | -8% | -8%
COc1cc(-c2noc(-c3cccs3)n2)cc(OC)c1OC | 8%[59 µM] | -3% | 0% | -12% | 31% | -8% | 3 | 3% | -1%

The last two compounds of the section before are carried over, then new ones follow:
SMILES | G9a block | JMJD2A Tudor | GLS inh | ERG Ets-DNA blk | HP1b chromo inh | PGK inhibitor | PI4K2A block | Pin1 inhibitor | BAZ2B block
O=C1CCCc2cc(S(=O)(=O)N3CCC(C(=O)NCc4ccccc4)CC3)ccc2N1 | . | -12% | -4% | -4% | 15% | 0% | 7 | -8% | -8%
COc1cc(-c2noc(-c3cccs3)n2)cc(OC)c1OC | 8%[59 µM] | -3% | 0% | -12% | 31% | -8% | 3 | 3% | -1%
Cc1ccc(C)c(N(C)C(=O)c2cc3c(=O)[nH]c4ccc(C)cc4c3s2)c1 | -10% | -3% | 2% | 0% | 40%[activator] | 7% | -1 | 4% | -24%
O=C1CN(C(=O)NCC(=O)N2CCCC2)c2ccccc2N1 | 8%[0.501 µM] | 1% | -1% | 5% | 52%[activator] | 7% | -2 | 2% | 1%
CC(=O)C1C=CC(C)(C(=O)O)C2C=C(C)C(=O)C(C)(O)C12 (stereo unspecified) | . | -15% | -8% | 5% | 18%[57 µM] | i | -10 | -5% | .
CCC(CC)N1CCN(C(=O)c2cccc(Cl)c2)CC1 | 7.9µM* | 20µM* | 24% | -7% | ? | -3% | -2 | -9% | 56µM*
COc1ccc(/C=C/C(=O)Nc2ccc(S(=O)(=O)Nc3cc(C)nc(C)n3)cc2)cc1OC | -3%[59 µM] | -13% | 6% | -5% | -7% | -3% | -11 | 1% | -13%
